SIAH1 antagonists = Siah-1 peptide-binding antagonists, primary screen, biochemical, fluorescence polarization, rhodamine-plectin, uHTS (AID 1817) | E3 ubiquitin-protein ligase SIAH1 (Homo sapiens) | Siah-1 / rhodamine-plectin peptide fluorescence polarization; higher % means a stronger effect | displacement, % at 20 µM; hits with a dose series show IC50 in µM | actives 0.02% (n = 290,000);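 active = displacement of at least 50% at 20 µM, with a fluorescence ratio check between 0.3 and a set limit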;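 note: plate controls were Siah plus tracer with DMSO for no effect and tracer alone without Siah for full effect; strong numbers were not always called active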
GPR35 arrestin U2OS = GPR35 antagonists blocking zaprinast-driven arrestin recruitment, primary screen, imaging, U2OS, beta-arrestin-GFP, zaprinast agonist (AID 2058). U2OS GPR35 beta-arrestin-GFP translocation imaging, zaprinast antagonism; higher % means a stronger effect. actives 0.052% (n = 290,000). G-protein coupled receptor 35 (Homo sapiens). inhibition, % at 10 µM, or IC50 in µM where a hit was titrated;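 active = inhibition of at least 50% with at least 30 cells and total cytoplasm GFP at most 10,000,000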
HIV fusion peptide = inhibitors of HIV fusion peptide binding, primary screen, biochemical, uHTS, fluorescence dequenching (AID 1986). inhibition, % at 20 µM; hits with a dose series show IC50 in µM. cell-free peptide binding, fluorescence dequenching, 30 min; higher % means a stronger effect. actives 0.3% (n = 290,000); in the data active = inhibition mostly above about 52%, no sharp cut-off; inactive = mostly below about 76%; note: some results filed as inactive read as strong as hits
GPR55 antagonists = GPR55 antagonists blocking LPI-driven arrestin recruitment, primary screen, imaging, U2OS, beta-arrestin-GFP, LPI agonist (AID 2013); G-protein coupled receptor 55 (Homo sapiens); U2OS GPR55 beta-arrestin-GFP translocation imaging, LPI antagonism; higher % means a stronger effect; inhibition, % at 10 µM; hits with a dose series show IC50 in µM; actives 0.13% (n = 290,000);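 active = spots per cell inhibited over 60%, with over 100 cells counted and total cytoplasm intensity under 500,000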;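 note: U2OS cells stably carrying GPR55 and arrestin-GFP stimulated by 5 µM LPI near EC80; imaged beta-arrestin-GFP aggregate spots per cell after agonist stimulation; plate controls were LPI-stimulated DMSO wells for no effect and DMSO wells without LPI for full effect; some results filed as inactive read as strong as hits; confirmed hits need IC50 under 10 µM and bright autofluorescent wells are also inconclusive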
GPR55 activation = GPR55 agonists via beta-arrestin recruitment, primary screen, imaging, U2OS cells, beta-arrestin-GFP redistribution (AID 1961); G-protein coupled receptor 55 (Homo sapiens); U2OS GPR55 beta-arrestin-GFP redistribution imaging; higher % means a stronger effect; activation, % at 10 µM, or EC50 in µM where a hit was titrated; actives 0.048% (n = 290,000);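 active = activation above 40% with more than 50 cells counted in the well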;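 note: U2OS osteosarcoma cells stably expressing GPR55 and beta-arrestin-GFP; plate controls were DMSO negative control for no effect and LPI positive control for full effect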
K1F lysis inhibition = inhibition of K1F phage lysis, E. coli UTI89, bacterial capsule biogenesis inhibitors, alamar blue (AID 488966). E. coli UTI89 K1F phage lysis, alamar blue, 2 h; higher % means a stronger effect. inhibition, % at 100 µM, or IC50 in µM where a hit was titrated. actives 0.02% (n = 340,000);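 active = phage lysis inhibition, versus mean bacterial control, above a set limit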;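 note: capsule biogenesis inhibitors block K1F phage lysis so surviving cells raise fluorescence; higher fluorescence means more inhibition of phage lysis; actives were called in the ten point dose series up to 300 µM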
AID2073 = inhibitors of Mint1-CaV2.2 protein interaction, biochemical, HTRF (AID 2073); Voltage-dependent N-type calcium channel subunit alpha-1B (Homo sapiens); HTRF protein-protein interaction, Mint1-CaV2.2; higher % means a stronger effect; inhibition, % at 20 µM, or IC50 in µM where a hit was titrated; actives 0.19% (n = 290,000); in the data active = inhibition mostly above about 51%, no sharp cut-off; note: some results filed as inactive read as strong as hits
Dengue-2 NS5 capping = Dengue-2 NS5 methyltransferase inhibitors, primary screen, biochemical, confirmation dose response (AID 588689). Genome polyprotein (Dengue virus type 2 (strain 16681-PDK53)). Dengue-2 NS5 methyltransferase capping enzyme assay, biochemical; higher % means a stronger effect. one-dose inhibition, % at 25 µM; IC50 in µM for titrated hits. actives 0.3% (n = 340,000); in the data active = a potency from the dose series
NTR1 ag = agonists of NTR1, primary screen, imaging, U2OS cells, beta-arrestin-GFP, high content (AID 493036). NTR1-U2OS beta-arrestin-GFP spot imaging, agonist mode. actives 0.17% (n = 330,000). Neurotensin receptor type 1 (Homo sapiens), P30989. activation, % at 20 µM;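 active = activation at or above 40% of the spot to cytoplasm intensity ratio, with at least 20 cells analyzed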;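 note: 0% = DMSO without peptide and 100% = 100 nM NTR1 peptide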
Target sequence (P30989 whole entry, looked up): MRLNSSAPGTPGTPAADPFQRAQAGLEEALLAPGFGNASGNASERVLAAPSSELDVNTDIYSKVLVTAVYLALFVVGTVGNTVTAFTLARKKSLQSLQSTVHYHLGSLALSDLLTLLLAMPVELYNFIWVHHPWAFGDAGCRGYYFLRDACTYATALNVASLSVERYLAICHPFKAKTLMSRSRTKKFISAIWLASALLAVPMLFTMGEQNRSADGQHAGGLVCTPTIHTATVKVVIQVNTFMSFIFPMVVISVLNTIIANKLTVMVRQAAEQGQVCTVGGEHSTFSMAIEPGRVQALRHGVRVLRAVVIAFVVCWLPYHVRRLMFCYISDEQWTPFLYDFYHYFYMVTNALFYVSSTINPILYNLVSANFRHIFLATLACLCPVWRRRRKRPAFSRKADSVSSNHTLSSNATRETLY
NTR1 ag cell count 20 µM = further read-out of NTR1 ag, marked with its call; cell count; measured here: cell count, cytotoxicity flag
An asterisk follows results filed as active; [ ] = remark or other dose.

How did CCC(C)NC(=O)CC(NS(=O)(=O)c1ccc(Cl)cc1)c1ccco1 (stereo unspecified) do in these assays?
SIAH1 antagonists: 8%; GPR35 arrestin U2OS: -3%; HIV fusion peptide: 3.3%; GPR55 antagonists: 9%; GPR55 activation: 0.2%; K1F lysis inhibition: -0.1%; AID2073: 1%; Dengue-2 NS5 capping: -3%; NTR1 ag: -1.2; NTR1 ag cell count 20 µM: 43

How did CC(NC(=O)c1ccccc1NC(=O)CSc1nnnn1C)c1ccccc1 (stereo unspecified) do in these assays?
SIAH1 antagonists: 2%; GPR35 arrestin U2OS: 8%; HIV fusion peptide: -0.8%; GPR55 antagonists: 10%; GPR55 activation: 0.6%; K1F lysis inhibition: -0.3%; AID2073: 0%; Dengue-2 NS5 capping: -3%; NTR1 ag: -0.4; NTR1 ag cell count 20 µM: 62

What do the screens show for `O=C(O)c1ccc(-n2cccn2)c([N+](=O)[O-])c1`?
SIAH1 antagonists: 6%; GPR35 arrestin U2OS: -10%; HIV fusion peptide: 0.6%; GPR55 antagonists: 1%; GPR55 activation: -0.1%; K1F lysis inhibition: -0.1%; AID2073: -36%; Dengue-2 NS5 capping: -8%; NTR1 ag: -0.9; NTR1 ag cell count 20 µM: 85

Results for CCOC(=O)N1CCN(C(=O)c2ccc3nc(N4CCC(C)CC4)sc3c2)CC1 ?
SIAH1 antagonists: -1%; GPR35 arrestin U2OS: -3%; HIV fusion peptide: 2.8%; GPR55 antagonists: 2%; GPR55 activation: -0.3%; K1F lysis inhibition: 0.4%; AID2073: 17%; Dengue-2 NS5 capping: 0%; NTR1 ag: 1.8; NTR1 ag cell count 20 µM: 37

Results for CCC(C)n1c(/C=C/c2ccccc2)nc2ccccc21 (stereo unspecified) ?
SIAH1 antagonists: 1%; GPR35 arrestin U2OS: -16%; HIV fusion peptide: 0.0%; GPR55 antagonists: 5%; GPR55 activation: -0.4%; K1F lysis inhibition: -0.4%; AID2073: 12%; Dengue-2 NS5 capping: -14%; NTR1 ag: 1.6; NTR1 ag cell count 20 µM: 74

Results for Cc1ccc(C(=O)O/N=C(\N)c2ccc(C(F)(F)F)cn2)cc1 ?
SIAH1 antagonists: 8%; GPR35 arrestin U2OS: 18%; HIV fusion peptide: 0.0%; GPR55 antagonists: 4%; GPR55 activation: 0.4%; K1F lysis inhibition: 0.0%; AID2073: 12%; Dengue-2 NS5 capping: -1%; NTR1 ag: 0.1; NTR1 ag cell count 20 µM: 93

What do the screens show for `CS(=O)c1ccccc1-c1nc(-c2cc(C(F)(F)F)cc(C(F)(F)F)c2)no1` (stereo unspecified)?
SIAH1 antagonists: 4%; GPR35 arrestin U2OS: 6%; HIV fusion peptide: -0.9%; GPR55 antagonists: 20%; GPR55 activation: 0.6%; K1F lysis inhibition: 0.2%; AID2073: 25%; Dengue-2 NS5 capping: -6%; NTR1 ag: 3.7; NTR1 ag cell count 20 µM: 56

Results for O=C(c1csc2ccccc12)N1CCCCCC1 ?
SIAH1 antagonists: 3%; GPR35 arrestin U2OS: -2%; HIV fusion peptide: -1.1%; GPR55 antagonists: -1%; GPR55 activation: -0.2%; K1F lysis inhibition: 5.8%; AID2073: 11%; Dengue-2 NS5 capping: 2%; NTR1 ag: 4.3; NTR1 ag cell count 20 µM: 89

How did Cc1ccccc1N1CCN(C2CCCN(C(=O)c3cn4cccc(C)c4n3)C2)CC1 (stereo unspecified) do in these assays?
SIAH1 antagonists: -3%; GPR35 arrestin U2OS: 11%; HIV fusion peptide: -1.2%; GPR55 antagonists: -11%; GPR55 activation: -0.2%; K1F lysis inhibition: 3.7%; AID2073: -4%; Dengue-2 NS5 capping: -5%; NTR1 ag: 1.7; NTR1 ag cell count 20 µM: 63

How did COC(=O)C1=C(C)NC2=C(C1c1ccc(O)cc1)S(=O)(=O)c1ccccc12 (stereo unspecified) do in these assays?
SIAH1 antagonists: -1%; GPR35 arrestin U2OS: -11%; HIV fusion peptide: 0.3%; GPR55 antagonists: 2%; GPR55 activation: 0.2%; K1F lysis inhibition: -0.3%; AID2073: 6%; Dengue-2 NS5 capping: -2%; NTR1 ag: 2.5; NTR1 ag cell count 20 µM: 52

Results for CC(Oc1ccc(F)cc1F)C(=O)NNC(=S)NCC1CCCO1 (stereo unspecified) ?
SIAH1 antagonists: 2%; GPR35 arrestin U2OS: 6%; HIV fusion peptide: -1.4%; GPR55 antagonists: -14%; GPR55 activation: -0.1%; K1F lysis inhibition: 0.1%[50 µM]; AID2073: -26%; Dengue-2 NS5 capping: 2%; NTR1 ag: 0.7; NTR1 ag cell count 20 µM: 52

What do the screens show for `Cc1c(NC(=S)NC(=O)c2cccc([N+](=O)[O-])c2)c(=O)n(-c2ccccc2)n1C`?
SIAH1 antagonists: 5%; GPR35 arrestin U2OS: 0%; HIV fusion peptide: 0.6%; GPR55 antagonists: 12%; GPR55 activation: -0.2%; K1F lysis inhibition: -0.2%; AID2073: -1%; Dengue-2 NS5 capping: 1%; NTR1 ag: 0.9; NTR1 ag cell count 20 µM: 64

Results for CN(C(=O)CN(c1ccccc1)S(=O)(=O)c1ccc(F)cc1)C1CCS(=O)(=O)C1 (stereo unspecified) ?
SIAH1 antagonists: 13%; GPR35 arrestin U2OS: 3%; HIV fusion peptide: -0.4%; GPR55 antagonists: -8%; GPR55 activation: -0.2%; K1F lysis inhibition: 0.4%; AID2073: 6%; Dengue-2 NS5 capping: -4%; NTR1 ag: -1.7; NTR1 ag cell count 20 µM: 65

How did CCOc1ccc(C2C(C(=O)c3ccco3)=C(O)C(=O)N2CCN2CCOCC2)cc1OCC (stereo unspecified) do in these assays?
SIAH1 antagonists: -1%; GPR35 arrestin U2OS: 3%; HIV fusion peptide: 0.2%; GPR55 antagonists: -4%; GPR55 activation: -0.1%; K1F lysis inhibition: 0.6%; AID2073: 18%; Dengue-2 NS5 capping: -9%; NTR1 ag: -0.1; NTR1 ag cell count 20 µM: 62

Results for C/C(=N/OCO/N=C(\C)c1ccc(F)cc1F)c1ccc(F)cc1F ?
SIAH1 antagonists: 8%; GPR35 arrestin U2OS: 0%; HIV fusion peptide: 2.1%; GPR55 antagonists: 3%; GPR55 activation: -0.1%; K1F lysis inhibition: 0.4%[50 µM]; AID2073: 10%; Dengue-2 NS5 capping: -3%; NTR1 ag: 1.7; NTR1 ag cell count 20 µM: 66

What do the screens show for `CCC(C(=O)Nc1ccccc1C(=O)N1CCOCC1)N1C(=O)c2ccccc2C1=O` (stereo unspecified)?
SIAH1 antagonists: -4%; GPR35 arrestin U2OS: -8%; HIV fusion peptide: 8.7%; GPR55 antagonists: -1%; GPR55 activation: -0.1%; K1F lysis inhibition: -3.2%; AID2073: 7%; Dengue-2 NS5 capping: -9%; NTR1 ag: 0.0; NTR1 ag cell count 20 µM: 74

Results for CC(=O)Nc1ccc(SC[C@H](Cc2ccccc2)N2CCN(CCc3ccccc3)CCC2=O)cc1 ?
SIAH1 antagonists: 7%; GPR35 arrestin U2OS: 1%; HIV fusion peptide: 0.8%; GPR55 antagonists: 9%; GPR55 activation: 7.0%; K1F lysis inhibition: 0.4%; AID2073: -33%; Dengue-2 NS5 capping: -16%; NTR1 ag: -0.6; NTR1 ag cell count 20 µM: 95

Results for CC(C)C(=O)Nc1cccc(C(=O)Nc2ccc(S(=O)(=O)Nc3nccs3)cc2)c1 ?
SIAH1 antagonists: 0%; GPR35 arrestin U2OS: -7%; HIV fusion peptide: 5.0%; GPR55 antagonists: 3%; GPR55 activation: -0.1%; K1F lysis inhibition: -0.1%; AID2073: -7%; Dengue-2 NS5 capping: -3%; NTR1 ag: 2.3; NTR1 ag cell count 20 µM: 55

Results for CCOc1ccc(NC(=O)c2cc(=O)[nH]c3ccccc23)cc1 ?
SIAH1 antagonists: -5%; GPR35 arrestin U2OS: 3%; HIV fusion peptide: 1.5%; GPR55 antagonists: -1%; GPR55 activation: -0.2%; K1F lysis inhibition: 0.8%; AID2073: 8%; Dengue-2 NS5 capping: 3%; NTR1 ag: 0.7; NTR1 ag cell count 20 µM: 65

What do the screens show for `Cc1ccc(NC(=O)Cc2nnc(SCC(=O)NC3=NCCS3)n2C)cc1`?
SIAH1 antagonists: -5%; GPR35 arrestin U2OS: -1%; HIV fusion peptide: -1.3%; GPR55 antagonists: -10%; GPR55 activation: -0.2%; K1F lysis inhibition: 0.0%; AID2073: -1%; Dengue-2 NS5 capping: -2%; NTR1 ag: -2.5; NTR1 ag cell count 20 µM: 52

Results for Cc1cc([N+](=O)[O-])ccc1NC(=O)c1csc(C)c1C ?
SIAH1 antagonists: 3%; GPR35 arrestin U2OS: -8%; HIV fusion peptide: -1.6%; GPR55 antagonists: -3%; GPR55 activation: 0.2%; K1F lysis inhibition: 0.0%; AID2073: 15%; Dengue-2 NS5 capping: 2%; NTR1 ag: 0.9; NTR1 ag cell count 20 µM: 58

Results for Cc1ccc2oc(-c3cccc(NC(=O)/C=C/c4cccc([N+](=O)[O-])c4)c3C)nc2c1 ?
SIAH1 antagonists: -1%; GPR35 arrestin U2OS: 0%; HIV fusion peptide: 1.9%; GPR55 antagonists: -10%; GPR55 activation: -0.2%; K1F lysis inhibition: -0.4%; AID2073: 9%; Dengue-2 NS5 capping: 0%; NTR1 ag: 0.6; NTR1 ag cell count 20 µM: 62

How did O=C(CSc1nc(-c2ccco2)cc(C(F)(F)F)n1)Nc1ccc2c(c1)CCC2 do in these assays?
SIAH1 antagonists: -6%; GPR35 arrestin U2OS: -16%; HIV fusion peptide: 0.3%; GPR55 antagonists: -1%; GPR55 activation: 0.3%; K1F lysis inhibition: 0.7%; AID2073: 1%; NTR1 ag: 4.4; NTR1 ag cell count 20 µM: 28

Results for C=CCN1C(=O)C(CC(=O)NCC)SC1=Nc1cc(Cl)ccc1Cl (stereo unspecified) ?
SIAH1 antagonists: -7%; GPR35 arrestin U2OS: 2%; HIV fusion peptide: 0.4%; GPR55 antagonists: 7%; GPR55 activation: 0.2%; K1F lysis inhibition: 1.0%; AID2073: 12%; Dengue-2 NS5 capping: 11%; NTR1 ag: 0.7; NTR1 ag cell count 20 µM: 69

Screens deposited in PubChem BioAssay by several laboratories.
